Assay outcomes from PubChem BioAssay.
ELG1 genotoxic: qHTS screen for small molecules that induce genotoxicity in human embryonic kidney (HEK293T) cells expressing luciferase-tagged ELG1. HEK293T ELG1-luciferase reporter, luminescence, 16 h. Potency, µM (top dose mostly 46 µM), for the others: at the top dose activity change, positive = activation, usual class: activators. 1.3% of 330,000 active; further: potency means the concentration at half of the fitted maximal effect; % of control where 0% means no effect; nearly all actives have a fitted effect of over 60% in size
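Screening used a luciferase reporter fused to human ELG1 in HEK293T cells. Luminescence was read on a CCD plate imager after 16 hr exposure and 30 min ONE-Glo incubation.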
FLuc modulator: qHTS profiling assay for firefly luciferase inhibitor/activator using purifed enzyme and Km concentrations of substrates (counterscreen for miR-21 project); Luciferin 4-monooxygenase (Photinus pyralis), P08659; purified FLuc, Km substrates, luminescence inhibition; Potency, µM (doses to about 57.5 µM), for the others: at the top dose activity change, negative = inhibition, hits mostly inhibitors; 6.9% of 360,000 active; AID 588342, 2011;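 further: potency means the concentration at half of the fitted maximal effect; plate controls were vehicle for no effect and reference inhibitor for full effect; nearly all actives have a fitted effect of over 55% in size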
Target sequence (P08659 whole entry, looked up): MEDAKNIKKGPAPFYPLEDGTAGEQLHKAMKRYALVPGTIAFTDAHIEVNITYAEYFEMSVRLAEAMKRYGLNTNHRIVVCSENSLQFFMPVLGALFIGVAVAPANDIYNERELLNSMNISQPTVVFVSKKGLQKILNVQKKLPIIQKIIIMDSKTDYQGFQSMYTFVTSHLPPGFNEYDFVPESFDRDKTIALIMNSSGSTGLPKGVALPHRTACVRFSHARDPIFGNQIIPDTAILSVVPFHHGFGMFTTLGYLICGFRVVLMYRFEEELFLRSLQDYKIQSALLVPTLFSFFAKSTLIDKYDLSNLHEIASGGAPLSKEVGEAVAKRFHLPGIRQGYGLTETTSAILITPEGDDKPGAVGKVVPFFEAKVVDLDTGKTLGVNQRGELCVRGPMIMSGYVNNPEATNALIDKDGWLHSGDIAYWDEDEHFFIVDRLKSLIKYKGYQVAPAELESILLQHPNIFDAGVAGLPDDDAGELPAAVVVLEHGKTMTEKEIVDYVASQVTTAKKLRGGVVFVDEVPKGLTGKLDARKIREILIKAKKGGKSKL
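Biochemical qHTS of compounds, final roughly 60 µM downward over six points, against 10 nM purified firefly luciferase using Km concentrations of substrates (10 uM D-luciferin, 10 uM ATP) in Tris acetate pH 7.5 buffer; luminescence output.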
p53 reactivator: qHTS assay for re-activators of p53 using a Luc reporter. H1299 p53-A138V BP100-luciferase reporter, luminescence, 24 h. Potency, µM (series often up to 92.2 µM), for the others: at the top dose activity change, positive = activation, hits mostly activators. 0.063% of 320,000 active; further: potency means the concentration at half of the fitted maximal effect; % of control where 0% means no effect; nearly all actives have a fitted effect of over 45% in size
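p53-null H1299 cells stably carrying temperature-sensitive p53-A138V and a BP100-luciferase reporter were pinned with compounds (4-point, 1:5 series) and held 24 hrs at 37 deg C. Luminescence was read 10 min after detection reagent.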
TRPV1 ag: HTS Assay for Compounds that Act as Agonists of the Vanilloid Receptor 1. Transient receptor potential cation channel subfamily V member 1 (Homo sapiens), Q8NER1. TRPV1-expressing cells, Fluo-8 calcium influx, agonist mode. activation, % at 8.33 µM. 0.19% of 320,000 active. AID 540275, 2011; in the data active means activation above about 80%; inconclusive means between about 30% and that limit; further: 0% is about no effect
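Cells expressing TRPV1 were dye-loaded with Fluo-8 and read kinetically: 10 s baseline, 3 min after compound (agonist portion), then 2 min after EC20 capsaicin (allosteric enhancer portion). Calcium-bound dye fluorescence at 480/520 nm.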
BRCA1 expr up: qHTS Assay to Identify Small Molecule Activators of BRCA1 Expression. MCF7-BRCA1-FFLuc reporter, luminescence, 48 h; response scale: scaled: vehicle 0%, 10 µM genistein 100%. Potency, µM (series often up to 46.1 µM), inactives show top-dose activation, hits mostly activators. 1.1% of 380,000 active. AID 624202, 2012; further: potency means the concentration at half of the fitted maximal effect; nearly all actives have a fitted effect of over 80% in size; some results filed as inactive show a strong effect at the top dose
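Using MCF7 cells harboring a BRCA1 firefly luciferase reporter, plated 2 h before compound pinning, the screen measured luminescence after 48 h incubation. Responses were normalized to DMSO and 10 microM genistein, then fitted for concentration-effect.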
RORg inh: qHTS for inhibitors of ROR gamma transcriptional activity; Nuclear receptor ROR-gamma (Mus musculus), P51450; Drosophila S2 Gal4-RORgamma UAS-luciferase reporter, 20 h; Potency, µM (top dose mostly 53.6 µM), for inactives: at the highest dose activity change, negative = inhibition, actives largely listed as inhibitors; 5.4% of 310,000 active; AID 2551, 2010; further: potency means the concentration at half of the fitted maximal effect; on the % scale 0 is the no-effect control and ±100 the full control effect; nearly all actives have a fitted effect of over 60% in size
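Drosophila S2 cells stably expressing Gal4-DBD/mouse RORγ fusion under metallothionein promoter plus UAS-luciferase; compound 1 h, then 700 uM CuSO4 induction for 20 h at ambient temperature; inhibition read as reduced luminescence.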
ELG1 repair inh: qHTS screen for small molecules that inhibit ELG1-dependent DNA repair in human embryonic kidney (HEK293T) cells expressing luciferase-tagged ELG1. HEK293T ELG1-luciferase reporter, luminescence, 16 h; DNA damage induced by 5-fluorouridine. Potency, µM (highest dose often 46.1 µM), for the others: at the top dose activity change, negative = inhibition, usual class: inhibitors. 2.3% of 330,000 active. AID 504467, 2011; further: potency means the concentration at half of the fitted maximal effect; on the % scale 0 is the no-effect control and ±100 the full control effect; nearly all actives have a fitted effect of over 55% in size
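Overnight (16 hr) co-exposure of 2,000 cells/well to 5-fluorouridine and compound at 37 °C preceded detection. Luciferase was quantified via ONE-Glo luminescence; loss of signal denotes inhibition.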
Tb PFK block: qHTS Assay to Find Inhibitors of T. brucei phosphofructokinase | ATP-dependent 6-phosphofructokinase (Trypanosoma brucei brucei), O15648 | T. brucei PFK, ADP-Glo luminescence | Potency, µM (doses to about 57.5 µM), inactives show top-dose activity, negative = inhibition, usual class: inhibitors | 0.17% of 330,000 active | AID 485367, 2010;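 further: potency means the concentration at half of the fitted maximal effect; 0% = uninhibited 1x PFK enzyme wells and -100% = no-enzyme wells; nearly all actives have a fitted effect of over 60% in size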
Target sequence (O15648 whole entry, looked up): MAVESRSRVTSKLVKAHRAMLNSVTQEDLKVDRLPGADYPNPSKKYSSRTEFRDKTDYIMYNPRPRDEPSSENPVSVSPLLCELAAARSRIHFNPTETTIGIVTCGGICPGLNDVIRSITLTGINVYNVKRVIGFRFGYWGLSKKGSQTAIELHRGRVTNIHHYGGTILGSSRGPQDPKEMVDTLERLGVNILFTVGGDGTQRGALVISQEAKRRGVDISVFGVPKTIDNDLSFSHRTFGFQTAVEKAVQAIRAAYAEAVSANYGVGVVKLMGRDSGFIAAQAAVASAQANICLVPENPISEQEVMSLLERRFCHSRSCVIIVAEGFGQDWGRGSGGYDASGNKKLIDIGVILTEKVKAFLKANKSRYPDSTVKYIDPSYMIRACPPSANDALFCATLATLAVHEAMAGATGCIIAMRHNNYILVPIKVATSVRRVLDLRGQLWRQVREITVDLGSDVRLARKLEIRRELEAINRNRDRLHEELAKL
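Compounds were pin-transferred as a titration series up to 57 uM into substrate buffer (0.5 mM F6P, 0.1 mM ATP, pH 8.0), then 1.25 nM PFK was added and reactions ran 45 min before ADP-Glo detection.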
Gal4-VP16 FLuc: VP16 counterscreen qHTS for inhibitors of ROR gamma transcriptional activity | Drosophila S2 Gal4-VP16 UAS-luciferase, luminescence, 20 h | Potency, µM (doses to about 53.6 µM), without a hit: at the highest dose activity, negative = inhibition, usual class: inhibitors | 3.5% of 310,000 active;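 further: Gal4-VP16 expression switched on by copper sulfate through the metallothionein promoter; potency means the concentration at half of the fitted maximal effect; on the % scale 0 is the no-effect control and ±100 the full control effect; nearly all actives have a fitted effect of over 50% in size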
Rab9 prom act: qHTS Assay for Rab9 Promoter Activators; Potency, µM (highest dose often 9.22 µM), for inactives: top-dose activation, negative = inhibition, actives largely listed as activators; AID 485297, 2010; Huh7 Rab9 promoter-luciferase reporter, luminescence, 24 h; 2.8% of 320,000 active; further: potency means the concentration at half of the fitted maximal effect; % of control where 0% means no effect; nearly all actives have a fitted effect of over 60% in size
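Huh7 cells stably carrying Rab9 promoter–luciferase reporter, plated 1500 cells/well, compound added after 2 h and incubated 24 h at 37 °C; luciferase luminescence then read after 10 min with detection reagent.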
NPC1 promoter act: qHTS Assay for NPC1 Promoter Activators; Potency, µM (series often up to 9.22 µM), for inactives: at the highest dose activation, most hits filed as activators; AID 485313, 2010; 2.4% of 320,000 active; Huh7 NPC1 promoter luciferase reporter, 24 h;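 further: potency means the concentration at half of the fitted maximal effect; % of control where 0% means no effect; nearly all actives have a fitted effect of over 60% in size; reporter is driven by a mutant NPC1 promoter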
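In 1536-well qHTS, Huh7 cells harboring an NPC1 promoter–luciferase construct received compound for 24 h; activation was quantified by luminescence following luciferase reagent addition.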
* = called active by the depositor; ? = inconclusive; nt = no result given; [ ] = remark or other dose. Unless noted, the call rests on the fitted dose curve; in most records, active means well fitted curve in the direction sought with a large enough effect; inconclusive means small, poorly fitted or top-dose-only effect, or another doubt; inactive means no such curve, though single readings can be large; an effect the other way counts as inactive or inconclusive.

Every second line gives: ELG1 genotoxic	FLuc modulator	p53 reactivator	TRPV1 ag	BRCA1 expr up	RORg inh	ELG1 repair inh	Tb PFK block	Gal4-VP16 FLuc	Rab9 prom act	NPC1 promoter act
1: Cc1ccc2nc(SCc3nc4cc(Cl)ccc4c(=O)[nH]3)[nH]c2c1
 : 8%	-1%	-1%	6	-18%	-3%	?	-1%	-4%	-1%	-32%[inhibitor]
2: CC(=O)Nc1ccc(S(=O)(=O)NCCC(=O)Nc2ccc(C)cn2)cc1
 : 0%	0%	14%	5	-3%	-20%	?	-5%	-23%	17%	2%
3: CC1CC(C)CN(C(=O)COC(=O)c2cccc(S(=O)(=O)N(C)c3ccccc3)c2)C1 (centres undefined)
 : -4%	-9%	2%	24	-7%	nt	-1%	0%	nt	-1%	-2%
4: N=c1c2c3c(sc2ncn1Nc1ccccc1)CCC3
 : 0%	-2%	-1%	-2	-8%	?	3%	-1%	-4%	-7%	4%
5: COc1ccccc1C1=NOC(Cn2c(NCC3CCCO3)nc3c2c(=O)n(C)c(=O)n3C)C1 (centres undefined)
 : -6%	-2%	-4%	-3	-3%	23%	1%	3%	2%	-6%	0%
6: CCN(CC)c1ccc(NC(=O)CCCCCN2C(=O)c3ccccc3C2=O)cc1
 : 1%	?	0%	-1	-22%	?	?	-3%	1%	2%	6%
7: COc1ccc(NC(=O)CS(=O)(=O)Cc2ccccc2)c([N+](=O)[O-])c1
 : ?	-9%	2%	1	32%	2%	20%	-8%	-15%	16%	13%
8: O=C(NCCc1cccc(Cl)c1)c1ccc(OC2CCN(Cc3ccccn3)CC2)cc1
 : ?	19µM*	nt	?	-63%	18µM*	?	-3%	-19%	5%	?
9: CCn1ccc(C(=O)N2CCN(c3ncccn3)CC2)n1
 : 2%	2%	8%	2	-5%	6%	22%	2%	3%	-1%	-1%
10: Cc1cc(C)c(NC(=O)CSc2nc3ccc(N4C(=O)c5ccccc5C4=O)cc3s2)c(C)c1
 : 28%	3%	-2%	-3	-18%	1%	2%	4%	-4%	-2%	-4%
11: Cn1c(SCC(=O)NC2CCCCC2)nnc1-c1ccc(N)cc1
 : 1%	0%	0%	-1	9%	17%	12%	-6%	-7%	0%	-6%
12: Cc1ccccc1-c1cc(C(=O)NCc2ccc(OC(F)(F)F)cc2)n(CC2CC(c3cccnc3)=NO2)n1 (centres undefined)
 : -9%	nt	-6%	nt	0%	nt	18µM*	2%	nt	nt	nt
13: COc1cc(C(=O)Oc2cccc(C=O)c2)cc(OC)c1OC
 : 3%	2%	1%	4	-21%	-32%	-14%	3%	11%	-2%	-3%
14: COC(=O)c1ccccc1NC(=O)CN(Cc1ccc(Cl)cc1)S(C)(=O)=O
 : -10%	0%	-2%	8	-21%	3%	-20%	0%	5%	-1%	-1%
15: CC(=O)c1ccc(N(CC(=O)NC2CCCCC2)C(=O)CNC(=O)c2ccco2)cc1
 : 0%	2%	-3%	0	-4%	-7%	13%	0%	-6%	0%	-2%
16: CCC(CC)C(=O)Nc1cc(Cl)ccc1C
 : -3%	4%	1%	2	nt	14%	-1%	-5%	14%	-2%	0%
17: O=C(C1=C(O)C(=O)N(Cc2ccco2)C1c1cccc([N+](=O)[O-])c1)c1ccco1 (centres undefined)
 : -9%	2%	1%	1	2%	-3%	-4%	-18%	-8%	2%	-3%
18: O=C(OCCN1CCOCC1)c1ccc2c(c1)OCCO2
 : nt	24µM*	nt	-2	7.9µM*	-14%	nt	nt	-5%	nt	nt
19: Cc1ccc(S(=O)(=O)n2ccnc2)cc1C
 : 2%	-1%	4%	1	2%	?	-3%	0%	-4%	0%	0%
20: COC(=O)c1sccc1S(=O)(=O)NCc1ccc(S(N)(=O)=O)cc1
 : 2%	8%	-9%	-2	-1%	0%	13%	-5%	-7%	0%	-1%
21: CCCCOc1cccc(C(=O)Nc2ccccc2N2CCCC2)c1
 : -5%	1%	-7%	21	-19%	34%	-11%	0%	1%	-5%	-3%
22: CCOc1cccc(-c2nn3c(-c4ccccn4)nnc3s2)c1
 : 3%	-20%	6%	?	28%	-2%[10 µM]	?	1%	11%	30%	8%
23: Cc1ccc(NC(=O)CSc2ccc(C(N)=O)cc2[N+](=O)[O-])cc1C
 : 5%	1%	20%	-3	-6%	-5%	14%	-1%	-13%	3%	1%
24: Cc1cccc(OC(C)C(=O)NCc2ccc(S(N)(=O)=O)cc2)c1 (centres undefined)
 : 0%	-2%	2%	7	-23%	7%	13%	-4%	-1%	-1%	-8%
25: Cc1cccc(OCC(=O)OC2CCN(C)CC2)c1
 : -2%	2%	3%	-1	1%	-1%	3%	1%	0%	-4%	-4%
26: O=C(CN(c1ccc(F)cc1)S(=O)(=O)c1ccc2c(c1)OCCO2)N1CCOCC1
 : -6%	0%	-3%	8	4%	-13%	15%	-5%	3%	0%	-5%
27: CCNc1nc(NCC)n2c(SCC(=O)Nc3ccccc3OC(F)F)nnc2n1
 : 0%	nt	0%	nt	-12%	nt	3%	-6%	nt	nt	nt
28: COc1ccc(NC(NC(=O)c2cccnc2)C(Cl)(Cl)Cl)cc1 (centres undefined)
 : -3%	-1%	1%	-4	-6%	34%	-5%	-6%	-9%	-4%	0%
29: Cc1nc(C)c(C(=O)N/N=C/c2ccco2)s1
 : 2%	-8%	-1%	2	-5%	-24%	9%	6%	0%	-1%	-5%
30: COc1ccc(C(C)=O)cc1COC(=O)c1ccc(S(=O)(=O)N2CCOCC2)cc1
 : 1%	-2%	7%	14	2%	8%	-3%	-2%	4%	1%	3%

The list goes on.
Every second line gives: ELG1 genotoxic	FLuc modulator	p53 reactivator	TRPV1 ag	BRCA1 expr up	RORg inh	ELG1 repair inh	Tb PFK block	Gal4-VP16 FLuc	Rab9 prom act	NPC1 promoter act
31: CC(C)Oc1cccc(C(=O)C2CCCN(C(=O)c3cc(C4CC4)[nH]n3)C2)c1 (centres undefined)
 : -2%	4%	-4%	14	1%	37%	7%	-2%	-1%	-4%	-3%
32: CCCn1c(N)c(N(CCOC)C(=O)CSCC(=O)Nc2ccc(OC)cc2)c(=O)[nH]c1=O
 : -3%	0%	9%	1	5%	nt	6%	-1%	nt	-5%	1%
33: O=C(CSc1ccccc1C(=O)O)c1ccc(Cl)cc1
 : ?	11µM*	?	-2	10µM*	-19%	?	9%	-6%	4µM*	4µM*
34: CC1(C)Cc2cccc(OCC(=O)Nc3cc(C(F)(F)F)ccc3N3CCOCC3)c2O1
 : 0%	-2%	7%	-1	-17%	7%	20%	-4%	1%	-4%	6%
35: O=C(Nc1nc2c(s1)CCCC2)c1cc(-c2ccc3c(c2)OCO3)nc2ccccc12
 : -1%	?	20%	1	nt	-41%	-17%	0%	?	15%	-3%
36: CCc1noc(C)c1C(=O)NNC(=O)c1ccccc1F
 : 12%	-17%	24%	0	34%	nt	?	-8%	nt	-2%	3%
37: COC(=O)c1c(C)oc(C)c1S(=O)(=O)N1CCCC1
 : 0%	-3%	-3%	-1	1%	10%	5%	0%	-4%	-1%	-5%
38: O=C1C2CC=C(Cl)CC2C(=O)N1CCC[n+]1ccccc1 (centres undefined)
 : -1%	2%	-2%	1	5%	-1%	2%	0%	0%	-6%	0%
39: COc1ccccc1N(CC(=O)NCC1CCCO1)C(=O)Cn1nnc(-c2cccs2)n1 (centres undefined)
 : -2%	-2%	2%	-5	-3%	-23%	5%	4%	5%	-11%	-5%
40: COc1ccc(C)cc1NC(=O)C(c1ccccc1)N1CCN(CC(=O)N2CCCC2)CC1 (centres undefined)
 : 0%	6%	0%	3	-23%	nt	-13%	-1%	nt	-3%	0%
